MBD2 inh = MBD2-methylated oligo binding inhibition; AID 686964; 370,000 compounds, 0.31% hits; Q9UBB5; inhibition, % at 4.4 µM; TR-FRET, MBD2 binding to methylated oligonucleotide; in the data active means inhibition above about 13%
mABHD4 FP = ABHD4 (mouse) inhibition, primary FP screen; Q8VD66; purified mABHD4, FP-Rh probe fluorescence polarization; inhibition, % at 8.92 µM; 370,000 compounds, 0.54% hits;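 active means inhibition exceeding the mean over every tested compound plus 3 SD, cut at about 30% in these data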;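 further: 0% = plate median of compound wells and 100% = S159A mutant with DMSO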
Target sequence (Q8VD66 whole entry, looked up): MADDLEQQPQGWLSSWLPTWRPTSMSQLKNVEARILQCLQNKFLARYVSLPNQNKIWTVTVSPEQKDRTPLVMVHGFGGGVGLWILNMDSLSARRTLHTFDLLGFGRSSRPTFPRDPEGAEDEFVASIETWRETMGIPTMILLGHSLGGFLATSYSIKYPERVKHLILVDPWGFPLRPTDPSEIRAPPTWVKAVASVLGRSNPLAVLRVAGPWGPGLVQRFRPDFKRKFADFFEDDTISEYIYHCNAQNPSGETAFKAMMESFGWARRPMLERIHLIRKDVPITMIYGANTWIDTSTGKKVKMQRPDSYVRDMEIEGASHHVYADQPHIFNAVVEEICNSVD
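Assay system: mABHD4 protein; medium: HEPES pH 7.0, NaCl, Pluronic buffer; dosing: 8.92 µM, single dose; schedule: 45 min + 60 min at 25 °C; signal: FP readout, ex 525 nm / em 598 nm; read-out: normalized percent inhibition of probe labeling; repeats: single replicate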
HTRA1 inhibitor = HTRA1 (human) protease inhibition; Q92743; recombinant HTRA1, FP-rhodamine activity-based probe, fluorescence polarization; inhibition, % at 5.96 µM; 340,000 compounds, 0.5% hits; in the data active means inhibition above about 36%;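 further: 0% = enzyme with DMSO and 100% = wells lacking enzyme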
PRMT1 inh = blocks human protein arginine methyltransferase 1; Q99873; recombinant PRMT1, activity-based probe fluorescence polarization; inhibition, % at 2.79 µM; 370,000 compounds, 1.3% hits; AID 652257;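 active means inhibition above about 21% made by adding two undisclosed values, limit read from the data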
TCR-CD3 inh = blocks the human TCR-CD3 interaction | TAMRA-labeled TCR probe fluorescence, biochemical | inhibition, % at 9.4 µM | 360,000 compounds, 0.37% hits; in the data active means inhibition above about 19%;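 further: recombinant mutant TCR 2C K166C tagged with TAMRA read by polarization; 0% = receptor in buffer alone and 100% = receptor with positive control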
LEDGF integ inh = blocks HIV-1 LEDGF/p75-dependent DNA integration. 370,000 compounds, 0.64% hits. TR-FRET IN-LEDGF/p75 DNA integration, Eu/Cy5. AID 743269. inhibition, % at 3.7 µM;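 active means inhibition above the screen-wide mean plus 3 SD, cut at about 13% in these data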;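 further: signal is the Cy5 over europium emission ratio at 671 and 618 nm; 0% = plate median of compound wells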
PG9 binder = binds the HIV-1 gp120 antibody PG9. 360,000 compounds, 0.43% hits. inhibition, % at 6.7 µM. TR-FRET gp120-PG9 antibody binding. AID 624416; in the data active means inhibition above about 8.5%
UHRF1 binding = blocks human UHRF1 binding to methylated DNA; Q96T88; AID 687016; inhibition, % at 4.4 µM; UHRF1 binding to methylated oligo, TR-FRET; 370,000 compounds, 0.75% hits; in the data active means inhibition above about 21%;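 further: UHRF1 SRA domain binding a hemimethylated CpG hairpin DNA probe; 0% = median of test compound wells and 100% = reference inhibitor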
Target sequence (Q96T88 whole entry, looked up, the tested form may be a part): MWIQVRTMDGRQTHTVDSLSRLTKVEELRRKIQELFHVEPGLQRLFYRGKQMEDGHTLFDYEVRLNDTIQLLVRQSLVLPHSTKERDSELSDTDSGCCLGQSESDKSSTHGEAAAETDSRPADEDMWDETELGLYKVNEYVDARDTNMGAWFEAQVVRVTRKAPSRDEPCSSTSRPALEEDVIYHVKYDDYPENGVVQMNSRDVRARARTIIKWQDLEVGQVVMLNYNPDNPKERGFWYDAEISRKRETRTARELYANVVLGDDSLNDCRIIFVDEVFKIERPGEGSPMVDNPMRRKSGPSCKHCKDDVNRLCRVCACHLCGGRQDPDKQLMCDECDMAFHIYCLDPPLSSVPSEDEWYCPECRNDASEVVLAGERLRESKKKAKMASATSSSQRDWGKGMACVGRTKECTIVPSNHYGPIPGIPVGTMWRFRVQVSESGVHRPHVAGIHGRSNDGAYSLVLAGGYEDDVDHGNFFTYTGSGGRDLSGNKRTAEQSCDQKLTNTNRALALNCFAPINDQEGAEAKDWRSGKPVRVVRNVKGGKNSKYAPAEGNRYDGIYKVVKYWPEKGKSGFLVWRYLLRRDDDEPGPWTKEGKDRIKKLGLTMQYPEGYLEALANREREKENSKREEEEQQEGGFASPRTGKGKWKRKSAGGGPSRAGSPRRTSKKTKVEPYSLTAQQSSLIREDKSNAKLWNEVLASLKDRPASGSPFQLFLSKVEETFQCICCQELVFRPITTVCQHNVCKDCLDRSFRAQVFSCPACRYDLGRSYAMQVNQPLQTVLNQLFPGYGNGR
rCAG RNA binder = molecules binding r(CAG) RNA repeats; r(CAG) RNA repeat, TO-PRO-1 dye displacement fluorescence; AID 651821; inhibition, % at 3 µM; 370,000 compounds, 1.3% hits;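 active means inhibition above the plate cutoff, the mean of all test compounds on that plate plus 3 SD, cut at about 35% in these data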;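 further: 0% = DMSO alone and 100% = 100 µM mitoxantrone as full dye displacement; higher means more dye released from RNA so lower well fluorescence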
NR1D1 modulator = Rev-erb alpha (human) modulation; Rev-erbα–FITC-DNA binding, fluorescence polarization, 90 min; 370,000 compounds, 0.79% hits; AID 1259318; P20393; activity, % at 10 µM;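 active means activity above about 14%, limit read from the data; passing the limit was not always enough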;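 further: 0% = DMSO wells with 35 nM protein and 100% = DMSO wells with 750 nM protein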
Numbers without * were called inactive; · = no result given. The list is partial. The share of hits here may be higher or lower than overall.

entry | mol | MBD2 inh | UHRF1 binding | rCAG RNA binder | TCR-CD3 inh | LEDGF integ inh | PRMT1 inh | HTRA1 inhibitor | mABHD4 FP | NR1D1 modulator | PG9 binder
1 | CCC(Oc1ccc(C)cc1)C(=O)Nc1ccccc1C(=O)N1CCOCC1 (configuration not stated) | -8 | -4 | -3 | 7 | 0 | -3 | -1 | -3 | 8 | -0.3
2 | O=C(CSc1ncnc2c1oc1ccccc12)Nc1ccccc1C(F)(F)F | 0 | -1 | 2 | 2 | 6 | -3 | 3 | 0 | 348* | 66*
3 | CC(C)(C)c1ccc(CC(=O)N2CCC2(C)C(=O)Nc2cnc3ccccc3c2)cc1 (configuration not stated) | 1 | -2 | 1 | 3 | -1 | -2 | · | -8 | -4 | -0.5
4 | Nc1nc(SCC(=O)Nc2ccc([N+](=O)[O-])cc2)[nH]c(=O)c1NC(=O)c1ccc(Br)o1 | 3 | -2 | 8 | 4 | 1 | -2 | 10 | -7 | 1 | 2.1
5 | CCC(=O)N1CCCC(C(=O)Nc2ccc3cn[nH]c3c2)CC1 (configuration not stated) | 4 | -1 | 1 | 3 | 1 | 1 | · | 0 | -6 | 1.5
6 | O=C(CNCc1ccccc1)Nc1ccc(Cl)cc1 | 2 | 0 | -4 | 6 | 0 | 0 | 3 | -1 | 14 | 0.4
7 | COCC(=O)O[C@]1(CCN(C)CCCc2nc3ccccc3[nH]2)CCc2cc(F)ccc2[C@@H]1C(C)C | 3 | -1 | 1 | -2 | 0 | 0 | 4 | 13 | 1 | -0.8
8 | CC(C)(C)c1ccc(C(=O)CS(=O)(=O)c2ccccc2)cc1 | 2 | 2 | 4 | -3 | -5 | 1 | -12 | 0 | 7 | -0.1
9 | COc1ccccc1NS(=O)(=O)c1cccc(N=C2N=C(N)c3ccccc32)c1 | 3 | -2 | -3 | 5 | 1 | -3 | 5 | -2 | 1 | -0.1
10 | CCOc1cc(N2CCOCC2)c(OCC)cc1NC(=O)CN1C(=O)C2C3C=CC(C3)C2C1=O (configuration not stated) | -7 | 1 | -8 | 6 | 6 | -2 | 5 | -5 | 4 | -4.8
11 | CCCCC(=O)Nc1ncc(S(=O)(=O)c2ccc([N+](=O)[O-])cc2)s1 | 1 | -1 | 5 | 4 | 2 | -2 | -1 | -4 | 9 | -1.4
12 | O=C(NC(Cc1ccccc1)C(=O)O)/C(=C/c1ccc(Cl)cc1)NC(=O)c1ccccc1 (configuration not stated) | 2 | -2 | 15 | 3 | 20* | -2 | -5 | -5 | -3 | -2.3
13 | S=c1[nH]nc2nnc3ccccc3n12 | -19 | -13 | 0 | -1 | -2 | 3 | 3 | 21 | -2 | -8.9
14 | Cc1ccc(S(=O)(=O)N2CC3(O)CN(C(=O)OC(C)C)N(C(=O)OC(C)C)CC3(OC(=O)NCc3ccccc3F)C2)cc1 (configuration not stated) | 0 | -3 | 1 | -1 | -5 | -1 | -14 | 0 | 0 | -1.5
15 | CCOCCCNC(=S)N1CCCC(c2nc3ccc(C)cc3[nH]2)C1 (configuration not stated) | -3 | 0 | -6 | 0 | 1 | -5 | -9 | 0 | -1 | -0.9
16 | Cc1nc(NC(=O)COC(=O)C2=NNC(=O)CC2)c(Cl)cc1Cl | 1 | -2 | 0 | 4 | 2 | 3 | -3 | -1 | 4 | -3.0
17 | Cc1ccc(N=c2c([N+](=O)[O-])nn(-c3ccccc3)n2O)c(C)c1 | 7 | -1 | 2 | 2 | 0 | 6 | 0 | 7 | 4 | -0.1
18 | CC1CN(C(=O)CS(=O)(=O)Cc2ccc(Cl)cc2)CC(C)O1 (configuration not stated) | 13 | 1 | -6 | 0 | 1 | 0 | 5 | 3 | 3 | 2.3
19 | Cc1ccc(NC(=O)CN(C)C(=O)COC(=O)[C@@H](NC(=O)c2ccccc2F)C(C)C)cc1 | 0 | -1 | -3 | 7 | 1 | 2 | -1 | 3 | -1 | -0.7
20 | COC(=O)C(Cc1c[nH]c2ccccc12)NC(=O)c1cncc(Br)c1 (configuration not stated) | 1 | 11 | -2 | -4 | -6 | -2 | -1 | 4 | -2 | -1.2
21 | O=C(Nc1ccc(F)cc1)c1ccccc1NS(=O)(=O)N1CCCC1 | 1 | 0 | 10 | 7 | -3 | 0 | -7 | -2 | 1 | -1.8
22 | O=C(CC(C(=O)O)c1cccc(Br)c1)c1ccc(Cl)cc1 (configuration not stated) | -6 | 3 | 21 | 10 | 6 | -1 | -2 | 4 | 2 | -1.3
23 | O=C(NCC1CCCO1)C(=O)c1c[nH]c2ccccc12 (configuration not stated) | -4 | 0 | 0 | 1 | 0 | 2 | -7 | -1 | 3 | -1.6
24 | O=C(Nc1ccc(C(=O)O)cc1)Nc1ccc([N+](=O)[O-])cc1 | 0 | 0 | 6 | 0 | 12 | 0 | -3 | -5 | -2 | -1.0
25 | CCc1nc(CNC(=O)C2CCC(=O)N(Cc3cccc(OC)c3)C2)no1 (configuration not stated) | -3 | 1 | -4 | 1 | 1 | 0 | -2 | -6 | -1 | -0.8

The list goes on.
entry | mol | MBD2 inh | UHRF1 binding | rCAG RNA binder | TCR-CD3 inh | LEDGF integ inh | PRMT1 inh | HTRA1 inhibitor | mABHD4 FP | NR1D1 modulator | PG9 binder
26 | COc1ccc(NC(=O)C(=O)NNC(=O)c2cccs2)c(OC)c1 | 1 | 1 | -1 | -7 | 1 | 1 | 4 | 13 | 6 | 0.5
27 | COc1ccc(NC(=O)c2cc(-c3cc(C)cs3)[nH]n2)cc1OC | 2 | 0 | 3 | 0 | 3 | -1 | · | 2 | 0 | -2.0
28 | Cc1ccc(-c2cc(-c3ccccc3)nc(N/N=C/c3cccnc3)n2)cc1 | -2 | -2 | 9 | -3 | 1 | 1 | -63 | -15 | -7 | -0.2
29 | CC(C(=O)Nc1ccc(Cl)cc1Cl)N1C(=O)NC2(CCCCCCC2)C1=O (configuration not stated) | -4 | 0 | 2 | -8 | 0 | 1 | -12 | -2 | 0 | 2.0
30 | CCOC(=O)c1cccc(NC(=O)CSc2nnc(C)n2Cc2ccccc2)c1 | 1 | -3 | -8 | -11 | -2 | -1 | -8 | 1 | -3 | 2.0
31 | O=C(Nc1nccs1)OCc1ccccc1 | -5 | -4 | -4 | 9 | 2 | -1 | · | 1 | 0 | 0.1
32 | COC(=O)c1ccc(CSc2nnc(N)s2)cc1 | 6 | -1 | 0 | 4 | 0 | 0 | 0 | 0 | 0 | -1.1
33 | CCN(CC)C(=O)c1n[nH]c(=O)c2ccccc12 | -2 | -3 | 3 | 4 | -2 | 2 | 4 | -3 | 5 | -1.2
34 | Nc1[nH]c(C(=O)c2ccc(Br)cc2)c(-c2ccccc2)c1C(=O)NCCc1c[nH]c2ccccc12 | -5 | -1 | 12 | -3 | 6 | -4 | · | 10 | 0 | 0.2
35 | Cc1ccc(NC(=O)COC(=O)Cn2cnc3ccccc32)c(C)c1 | 0 | -1 | 3 | 1 | 1 | 0 | 3 | 4 | -9 | -0.1
36 | COc1ccccc1CNC(=O)COc1cc2c(c3oc(=O)cc(C)c13)CCC(C)(C)O2 | -4 | 1 | -1 | 6 | -3 | -3 | -13 | 5 | -1 | 0.4
37 | Cc1cc(Sc2nc(N)ncc2[N+](=O)[O-])ncn1 | 4 | -3 | 1 | -7 | -1 | 15 | 4 | 10 | -6 | -1.8
38 | CCN(CC)S(=O)(=O)c1cc(NC(=O)c2cccc(N3C(=O)CCC3=O)c2)ccc1Cl | 2 | 1 | 8 | 3 | 1 | 0 | -11 | -4 | 0 | -0.6
39 | COc1cc(S(=O)(=O)N2CCCC3(CCCCC3)C2)ccc1-n1cnnn1 | 1 | -1 | -1 | 3 | 3 | 0 | -5 | 4 | 0 | -2.7
40 | COC(=O)c1ccc(NC(=O)C2CC3CCC2C3)cc1 (configuration not stated) | 2 | 4 | -3 | -8 | 6 | -1 | -5 | -8 | -1 | -2.4
41 | Cc1ccc(C(=O)NNc2cc(=O)n(C)c(=O)n2C)cc1C | 1 | 0 | 7 | -3 | -2 | -1 | 7 | 4 | -4 | -0.9
42 | COc1cc(C(=O)N2CCN(S(=O)(=O)c3ccc(Cl)cc3)CC2)ccc1OCC(=O)N1CCOCC1 | -1 | 2 | 1 | 6 | 4 | 0 | -2 | -1 | 3 | -3.1
43 | COc1ccc(CCN(C)C(=O)CCCN2C(=O)c3cccc4cccc(c34)C2=O)cc1OC | -3 | -5 | -5 | -2 | 4 | 0 | -1 | 2 | 6 | 1.3
44 | O=C(CN1CCc2onc(-c3cccc(-n4cc(CO)nn4)c3)c2C1=O)N1CCOCC1 | 5 | 1 | 2 | · | -1 | -1 | · | 4 | 10 | ·
45 | COc1ccccc1-n1cnc2c(c1=O)c1nc3ccccc3nc1n2-c1ccc(C)c(C)c1 | 1 | 1 | 6 | -2 | -4 | -1 | 1 | 0 | -25 | -3.1
46 | Fc1cccc(NC(=S)N2CCCCC2)c1 | -2 | 0 | 2 | 6 | 1 | 0 | 7 | 1 | 2 | -4.1
47 | O=C(CSc1nc(-c2ccccc2Cl)ns1)NCc1ccco1 | 3 | 1 | -6 | 7 | 3 | 2 | -5 | -4 | -5 | 0.8
48 | Cc1cccc(NC(=O)CSc2nnc(-c3ccco3)c(-c3ccco3)n2)c1 | 1 | 1 | 42* | 6 | 12 | 42* | 26 | 44* | 0 | -3.0
49 | CCN(CC)CCC(=O)N1c2ccccc2Sc2ccc(Cl)cc21 | -2 | -3 | 0 | 6 | -1 | -1 | 5 | -4 | -3 | -0.4
50 | Cc1nn(Cc2ccc(C(=O)N3N=C(C(F)F)CC3(O)C(F)F)cc2)c(C)c1[N+](=O)[O-] (configuration not stated) | 4 | 7 | 2 | -3 | -3 | 5 | -2 | -10 | 1 | 2.5

Additional structures
entry | mol | MBD2 inh | UHRF1 binding | rCAG RNA binder | TCR-CD3 inh | LEDGF integ inh | PRMT1 inh | HTRA1 inhibitor | mABHD4 FP | NR1D1 modulator | PG9 binder
51 | O=C(O)c1cccc(S(=O)(=O)N2CCC(n3nnc4cc(C(F)(F)F)ccc43)CC2)c1 | -4 | -2 | 27 | -7 | 5 | -4 | 0 | 13 | 0 | -1.3
52 | Cc1c(C(=O)Nc2ccccc2Cl)oc2ccc(S(=O)(=O)N3CCC4(CC3)OCCO4)cc12 | -7 | -4 | 7 | 3 | 5 | -2 | 0 | -4 | -4 | -4.1
53 | Cc1nn(Cc2ccc(C(=O)N3N=C(C(F)F)CC3(O)C(F)F)o2)c(C)c1[N+](=O)[O-] (configuration not stated) | -5 | -6 | 1 | 6 | 2 | -4 | 6 | 0 | -1 | 0.1
54 | Cc1cc(=O)oc2cc(OCC(=O)Nc3nccs3)ccc12 | -7 | -6 | 2 | 4 | 3 | -2 | 5 | 0 | 5 | 1.1
55 | Cc1nc(-c2cccc(S(=O)(=O)N3CCC(C)CC3)c2)cs1 | 5 | -1 | 7 | -5 | 3 | -1 | -15 | -4 | -5 | 0.3
56 | Fc1cccc(Cl)c1CN1CCN(c2ncc(Cc3ccccc3)cn2)CC1 | -5 | -1 | -1 | -7 | -2 | 2 | · | -2 | 4 | 1.1
57 | O=C(COc1ccc(S(=O)(=O)N2CCOCC2)cc1)NCC1CCCO1 (configuration not stated) | 2 | -1 | -4 | 1 | 0 | 0 | 3 | -1 | 0 | -0.1
58 | O=C(CN(c1ccccc1Cl)S(=O)(=O)c1ccccc1)NC1CC2CCC1C2 (configuration not stated) | -2 | -1 | 0 | 8 | -1 | 4 | -15 | 20 | -2 | 2.5
59 | COCc1ccc(-c2c(-c3ccccc3OC)sc3cc4c(cc23)OCO4)cc1 | -5 | 3 | 4 | 2 | -2 | 0 | -17 | -5 | -1 | -0.9
60 | CCN(CC)CCNC(=O)C(Cl)=C1C(Cl)=C(Cl)C(Cl)=C1Cl | 3 | -1 | 0 | -5 | -4 | -1 | -5 | 0 | 4 | -1.5
